From PubChem
M1 PAM parental: nonselective activator or artifact in parental CHO-K1 calcium assay; ATP EC20, Fluo-8 calcium fluorescence; 0% at ATP EC20, 100% at ATP max; activation, % at 3 µM; 360,000 compounds, 0.02% hits; AID 602247;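 active = activation above the run cutoff, the mean activation of all test compounds plus 3 SD, cut at about 40% in these data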;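 also: peak over basal fluorescence ratio in a 140 s read after ATP addition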
OXTR agonist: activates the human oxytocin receptor; activation, % at 3 µM; 320,000 compounds, 0.32% hits; AID 2435; P30559; CHO-OTR cells, Fluo-8 calcium fluorescence; normalized: DMSO 0%, oxytocin 100%;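 active = activation above the mean of all tested compounds plus 3 SD, cutoff set per screening run, cut at about 20% in these data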;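 also: peak over basal fluorescence ratio from a 100 s FLIPR kinetic read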
Target sequence (P30559 whole entry, looked up): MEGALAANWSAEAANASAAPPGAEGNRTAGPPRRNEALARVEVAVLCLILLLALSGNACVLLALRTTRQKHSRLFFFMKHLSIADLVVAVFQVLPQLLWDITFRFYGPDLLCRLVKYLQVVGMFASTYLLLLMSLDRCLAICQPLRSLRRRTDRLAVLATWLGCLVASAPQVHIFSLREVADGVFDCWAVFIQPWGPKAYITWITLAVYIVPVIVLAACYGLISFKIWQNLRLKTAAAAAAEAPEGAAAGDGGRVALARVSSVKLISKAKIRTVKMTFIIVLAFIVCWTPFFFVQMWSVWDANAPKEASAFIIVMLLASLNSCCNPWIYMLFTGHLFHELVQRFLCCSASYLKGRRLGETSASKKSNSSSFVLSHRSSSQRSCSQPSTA
V1aR counter: counter-screen for oxytocin receptor agonists: human V1a receptor agonists. P37288. CHO-V1R cells, Fluo-8 calcium fluorescence, agonist mode; 0% DMSO, 100% 3 nM vasopressin. activation, % at 3 µM. 320,000 compounds, 0.25% hits;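 active = activation above the mean activation of all tested compounds plus 3 SD, per screening run, cut at about 20% in these data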;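 also: signal is peak over basal fluorescence ratio across a 100 second FLIPR read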
Target sequence (P37288 whole entry, looked up): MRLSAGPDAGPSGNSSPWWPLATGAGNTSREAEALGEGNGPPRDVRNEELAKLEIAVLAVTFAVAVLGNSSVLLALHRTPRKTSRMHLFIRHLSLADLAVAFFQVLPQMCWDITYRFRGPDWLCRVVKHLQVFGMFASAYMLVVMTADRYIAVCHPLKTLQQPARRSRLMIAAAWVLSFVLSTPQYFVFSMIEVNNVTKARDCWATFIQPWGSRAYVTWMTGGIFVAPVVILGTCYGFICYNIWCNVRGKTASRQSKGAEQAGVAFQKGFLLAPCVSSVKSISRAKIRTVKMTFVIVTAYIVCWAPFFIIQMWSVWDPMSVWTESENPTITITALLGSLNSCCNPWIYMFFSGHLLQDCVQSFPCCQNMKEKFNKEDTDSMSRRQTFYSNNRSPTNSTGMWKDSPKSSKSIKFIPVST
GPR7 antag: blocks human GPR7 receptor signaling; GPR7-expressing cells, fluorescence antagonist assay; 290,000 compounds, 1.1% hits; inhibition, % at 4.4 µM; in the data active = inhibition above about 16%, passing the limit was not always enough;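 also: cells stimulated with the agonist NPW; 0% = agonist with vehicle and 100% = vehicle without agonist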
OXTR potentiator: potentiates the human oxytocin receptor response; P30559; CHO-OTR cells, Fluo-8 calcium fluorescence, potentiator mode; 0% = oxytocin EC15, 100% = EC100; activation, % at 3 µM; 320,000 compounds, 0.061% hits; AID 2445;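 active = activation above that plate's cutoff, the mean activation of tested compounds plus 3 SD, cut at about 6.6% in these data, passing the limit was not always enough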;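 also: 100% uses oxytocin at 75 nM as the full agonist control; some results filed as inactive read as strong as hits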
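System: human OTR in CHO cells / Also added: sub-maximal oxytocin, roughly EC15 / Control set: EC15 oxytocin low, 75 nM oxytocin high / Schedule: 6 min compound pre-incubation at room temperature, 100 s kinetic read / Compound: single-point 3.0 µM / Replication: singlicate / Technique: Fluo-8 calcium dye fluorescence / Read-out basis: % activation of max/min ratio relative to oxytocin controls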
CHO parental Ca: counter-screen: ATP calcium response change in parental CHO cells. parental CHO-K1, ATP-induced calcium, Fluo-8 fluorescence. inhibition, % at 5.6 µM. 330,000 compounds, 0.63% hits;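 active = inhibition above that plate's mean sample inhibition plus 3 SD, cut at about 26% in these data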;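 also: 0% = ATP-challenged DMSO wells and 100% = DMSO wells without ATP; some compounds past the cut are filed as inactive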
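Material: parental CHO cells / Compound: single nominal dose of 5.6 µM per compound / Signal: Fluo-8 fluorescence / Replicates: singlicate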
M1 ag parental: counter-screen for M1 agonists: effect in parental CHO-K1 cells; Fluo-8 calcium fluorescence; scaled to maximal ATP response, vehicle zero; activation, % at 3 µM; 360,000 compounds, 0.48% hits; in the data active = activation above about 15%;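 also: untransfected CHO-K1 host cells lacking M1 receptor as counterscreen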
CHO-K1 Ca antag: M1 antagonist counterscreen hit in parental CHO-K1 cells; ATP-induced calcium, Fluo-8 fluorescence; inhibition, % at 3 µM; 360,000 compounds, 0.6% hits; AID 602250;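 active = inhibition above a per-plate cutoff, the plate's mean sample inhibition plus 3 SD, cut at about 24% in these data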;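 also: 0% = DMSO plus EC80 ATP and 100% = DMSO alone without ATP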
TAAR1 antagonist: human TAAR1 antagonism; Q96RJ0; AID 624466; CHO RD-HGA16 TAAR1, Fluo-8 calcium fluorescence, antagonist; 360,000 compounds, 1.5% hits; inhibition, % at 3 µM;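 active = inhibition above a per-plate cutoff, the mean inhibition of test compounds on that plate plus 3 SD, cut at about 49% in these data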;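 also: 0% = DMSO plus EC80 beta-PEA response and 100% = DMSO alone without agonist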
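Test system – hTAAR1-expressing CHO RD-HGA16 cells, Gα16-coupled · Also added – β-PEA at EC80 concentration, post-compound challenge · Compound – 3 µM, single point · Incubation – dye loading 75 min at 37 °C, then 30 min room temperature · Measured by – Fluo-8 intracellular calcium dye fluorescence, real-time kinetic reads · Benchmarks – vehicle and agonist controls · Replicates – singlicate, one well per test compound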
* marks the source's active call; other numbers are inactive results; · = not tested or not shown; & = joins results of further samples; ! = a repeat was not active.

Each structure is followed by: M1 PAM parental | OXTR agonist | V1aR counter | GPR7 antag | OXTR potentiator | CHO parental Ca | M1 ag parental | CHO-K1 Ca antag | TAAR1 antagonist
> Cc1cc(-c2ccccc2)nnc1NCCN1CCOCC1
 : 3 | -0.9 | 0.0 | -9 | 0 | -4 | 1.1 | -1 | -6
> CCCNC(C)C(=O)Nc1c(C)csc1C(=O)OC (stereo not given)
 : 16 | 0.6 | 0.8 | · | -1 | -14 | -0.1 | -9 | -15
> CC(=O)c1ccc2c(c1)N(CCCN(C)C)c1ccccc1S2
 : 2 | · | · | · | · | · | 0.6 | 3 | 8
> C=CC1=C(C(=O)O)N2C(=O)[C@@H](NC(=O)/C(=N\O)c3csc(N)n3)[C@H]2SC1 (stereo in doubt)
 : -5 | -0.4 | 0.2 | · | -5 | -5 | 0.1 | 11 | 5
> CC1(C)Cc2c(sc(NC(=S)NC(=O)c3ccccc3)c2C(=O)O)CO1
 : -3 | -0.2 | 1.4 | -12 | 0 | -7 | 0.7 | -7 | 7
> CC(=O)OCC1=C[C@@H]2OC(=O)C3=CO[C@@H](O[C@@H]4O[C@H](CO)[C@@H](O)[C@H](O)[C@H]4O)[C@H]1[C@@H]32
 : 17 | 1.5 | 2.2 | · | 1 | -9 | 0.4 | -14 | 4
> C/C=C(/C)C(=O)O[C@@H]1c2c(ccc3ccc(=O)oc23)OC(C)(C)[C@@H]1OC(=O)/C(C)=C\C
 : 11 | -0.8 | 0.4 | -2 | -9 | 62* | -0.2 | -20 | 32
> CC(COc1ccccc1)NC(C)C(O)c1ccc(O)cc1 (stereo not given)
 : -3 | 0.4 | 2.3 | -4 | -1 | -11 | 0.6 | 12 | 26
> Cc1nc2ccccn2c(=O)c1CCN1CCC(C(=O)c2ccc(F)cc2)CC1
 : 23 | -0.3 | 0.4 | 17 | 1 | -16 | 0.5 | -14 | -12
> CCOc1ccc(NC(=O)Cn2cc(C(=O)c3ccco3)c3ccccc32)cc1
 : 12 | 1.6 | 0.3 | -8 | -8 | -26 | 1.4 | -24 | 15
> NC(=O)c1cccc(-c2cc(Nc3ccc(OC(F)(F)F)cc3)ncn2)c1
 : -7 | -0.2 | 1.8 | · | -10 | -11 | 1.2 | -8 | -3
> CCCn1cnc2c1c(=O)n(CCCCC(C)=O)c(=O)n2C
 : -1 | 0.2 | 0.0 | · | 0 | -7 | 0.4 | 5 | -4
> CC(C(=O)O)c1ccc(C(=O)c2cccs2)cc1 (stereo not given)
 : 0 | 0.0 | -0.4 | · | -7 | -5 | 0.0 | -1 | 5
> CC[N+](C)(CC)CCOC(=O)C(O)(c1ccccc1)C1CCCCC1 (stereo not given)
 : 9 | 0.3 | -0.1 | -7 | -1 | -11 | 0.0 | 0 | 3
> O=C(CCNNC(=O)c1ccncc1)NCc1ccccc1
 : 11 | 0.5 | 2.3 | 11 | -6 | -13 | 0.3 | 3 | -30
> CC1(C)OC2CC(=O)OCC23C1CC(=O)C1(C)C3CCC2(C)C(c3ccoc3)OC(=O)C3OC321 (stereo not given)
 : -1 | · | · | · | · | · | 0.4 | -8 | -6
> C=C[C@H]1CN2CC[C@H]1C[C@@H]2[C@@H](O)c1ccnc2ccc(OC)cc12
 : -5&17&0 | 0.2&-0.1 | -0.5&0.4 | · | -4&-1 | -13&-4 | 3.6&0.1&-0.1 | 25*! | -14&-18&-12
> CCN(CC)CCOC(=O)C1(c2ccccc2)CCCC1
 : 16 | 2.6 | 0.9 | -4 | 2 | 0 | 2.7 | -7 | 4
> CCc1cc(=O)oc2c(CNC(Cc3ccccc3)C(=O)O)c(O)ccc12 (stereo not given)
 : · | 1.1 | 0.4 | -11 | -5 | -5 | · | · | -2
> COc1cc2c(c(OC)c1OC)-c1c(cc3c(c1OC)OCO3)[C@@H](OC(C)=O)[C@H](C)[C@H](C)C2
 : -5 | -2.0 | -1.7 | · | -2 | -25 | -0.7 | -3 | 6
> COc1ccccc1N1CCN(CCCNc2cc(=O)n(C)c(=O)n2C)CC1
 : 21 | -0.7 | -0.9 | -11 | -11 | -12 | 0.3 | -12 | -14
> CC(=O)c1ccc(S(=O)(=O)NC(=O)NC2CCCCC2)cc1
 : -5 | -1.2 | 0.1 | · | -8 | -4 | -0.1 | 6 | 13
> C[C@]12CCC(=O)C=C1CC[C@@H]1[C@@H]2CC[C@@]2(C)[C@H]1CC[C@]2(O)C(=O)CO
 : 16 | 0.2 | 1.3 | -4 | -2 | -8 | 0.5 | -6 | -4
> Cc1ccc(CN2CCN(Cc3cccc4nccnc34)CC2CCO)cc1 (stereo not given)
 : 20 | 2.1 | 1.0 | -13 | -3 | -1 | 1.0 | -14 | -9
> CCOc1ccccc1C(N)=O
 : 13 | · | · | · | · | · | 0.4 | -18 | -8
> OC(C#CCN1CCCC1)(c1ccccc1)c1ccccc1
 : -9 | 0.0 | 0.5 | -7 | -7 | -16 | 0.5 | 2 | -11
> COc1ccc(C(=O)NCc2ccc(OCCN(C)C)cc2)cc1OC
 : 6 | 0.3 | 0.3 | · | 1 | -11 | 0.0 | 4 | 10
> CC[n+]1c(C)sc2cc(OC)ccc21
 : 19 | -0.9 | 1.5 | 8 | -7 | -20 | 3.3 | -14 | -18
> O=C(NCCc1c[nH]c2ccccc12)c1cccnc1
 : 17 | 1.6 | 1.9 | 6 | -2 | 6 | 0.9 | -11 | -7
> COc1ccc(C(=O)CC(=O)c2ccc(C(C)(C)C)cc2)cc1
 : -8 | · | · | · | · | · | -0.2 | -12 | -18

Some entries already given, reduced to CHO parental Ca, TAAR1 antagonist and V1aR counter:
mol | CHO parental Ca | TAAR1 antagonist | V1aR counter
COc1ccccc1N1CCN(CCCNc2cc(=O)n(C)c(=O)n2C)CC1 | -12 | -14 | -0.9
CC(=O)c1ccc(S(=O)(=O)NC(=O)NC2CCCCC2)cc1 | -4 | 13 | 0.1
C[C@]12CCC(=O)C=C1CC[C@@H]1[C@@H]2CC[C@@]2(C)[C@H]1CC[C@]2(O)C(=O)CO | -8 | -4 | 1.3
Cc1ccc(CN2CCN(Cc3cccc4nccnc34)CC2CCO)cc1 (stereo not given) | -1 | -9 | 1.0
CCOc1ccccc1C(N)=O | · | -8 | ·
OC(C#CCN1CCCC1)(c1ccccc1)c1ccccc1 | -16 | -11 | 0.5

Later entries
Each structure is followed by: M1 PAM parental | OXTR agonist | V1aR counter | GPR7 antag | OXTR potentiator | CHO parental Ca | M1 ag parental | CHO-K1 Ca antag | TAAR1 antagonist
> Cc1cc(Nc2cc(N3CCN(C)CC3)nc(Sc3ccc(NC(=O)C4CC4)cc3)n2)n[nH]1
 : 25 | -0.1 | 0.9 | · | 4 | -14 | 0.7 | -16 | 8
> CCOc1ccc(C(=O)OCCN(CC)CC)cc1
 : 10 | -0.5 | 3.0 | -10 | -4 | -6 | 0.5 | -7 | -12
> C=C[C@@H]1CN2CCC1C[C@@H]2[C@@H](O)c1ccnc2ccc(OC)cc12 (stereo not given in full)
 : 10&4 | -0.2&0.0 | -0.1&0.8 | · | -2&2 | -2&-17 | 0.0&-0.2 | -4&4 | 1&2
> O=C(CCN1CCC(c2ccccc2)C1)c1ccc2c(c1)OCCO2 (stereo not given)
 : 16 | 1.4 | 1.4 | -9 | -6 | -19 | 0.7 | -4 | 83*
> CC(=O)Nc1ccc(C(=O)O)cc1
 : 10 | 0.9 | 1.9 | · | 0 | -9 | 0.4 | 6 | 1
> Cc1c(NC(=O)c2cccnc2)c(=O)n(-c2ccccc2)n1C
 : -4 | 1.8 | 0.1 | -4 | 0 | -7 | -0.1 | 0 | -37
> CCCCCCO
 : 3 | 1.1 | 0.0 | · | 3 | -4 | 5.2 | -12 | -2
> CC(=O)NC(Cc1ccccc1)C(=O)O (stereo not given)
 : 16 | 0.5 | 0.0 | -4 | 2 | -1 | 0.1 | -10 | -22
> CN(C)CCOC(C)(c1ccccc1)c1ccccn1 (stereo not given)
 : -1 | -0.9 | -0.1 | -4&-5 | -2 | -6 | -0.4 | 16 | -15
> CN1CCN(CCC(=O)N2c3ccccc3Sc3ccc(C(F)(F)F)cc32)CC1
 : -5 | 1.5 | 1.0 | 0 | -9 | -21 | 0.8 | -12 | -10

An excerpt of these results, in markdown:
| molecule | M1 PAM parental | OXTR agonist | V1aR counter | GPR7 antag | OXTR potentiator | CHO parental Ca | M1 ag parental | CHO-K1 Ca antag | TAAR1 antagonist |
| --- | --- | --- | --- | --- | --- | --- | --- | --- | --- |
| CCOc1ccc(C(=O)OCCN(CC)CC)cc1 | 10 | -0.5 | 3.0 | -10 | -4 | -6 | 0.5 | -7 | -12 |
| CCCCCCO | 3 | 1.1 | 0.0 | · | 3 | -4 | 5.2 | -12 | -2 |

Single records, as listed above.
Profile of CCOc1ccc(C(=O)OCCN(CC)CC)cc1 : M1 PAM parental: 10; OXTR agonist: -0.5; V1aR counter: 3.0; GPR7 antag: -10; OXTR potentiator: -4; CHO parental Ca: -6; M1 ag parental: 0.5; CHO-K1 Ca antag: -7; TAAR1 antagonist: -12
Profile of CC[n+]1c(C)sc2cc(OC)ccc21 : M1 PAM parental: 19; OXTR agonist: -0.9; V1aR counter: 1.5; GPR7 antag: 8; OXTR potentiator: -7; CHO parental Ca: -20; M1 ag parental: 3.3; CHO-K1 Ca antag: -14; TAAR1 antagonist: -18
Profile of NC(=O)c1cccc(-c2cc(Nc3ccc(OC(F)(F)F)cc3)ncn2)c1 : M1 PAM parental: -7; OXTR agonist: -0.2; V1aR counter: 1.8; GPR7 antag: ·; OXTR potentiator: -10; CHO parental Ca: -11; M1 ag parental: 1.2; CHO-K1 Ca antag: -8; TAAR1 antagonist: -3

An excerpt, so the mix of outcomes need not match the whole.
